ATXN viability – cell viability loss in ATXN counter-screen | S2 cells (HEK-293 line with an ATXN2-luciferase reporter) viability, CellTiter-Fluor protease fluorescence, 24 h | Potency, µM (top dose mostly 56.7 µM), usual class: cytotoxic | 400,000 compounds, 0.49% hits | AID 651635; further: potency means the concentration at half of the fitted maximal effect; nearly all actives have a fitted effect of over 40% in size
MCF10A rerep – inducers of DNA re-replication in MCF 10A breast cells; 350,000 compounds, 2.9% hits; MCF 10A DNA re-replication, Hoechst nuclear intensity, 48 h; Potency, µM (highest dose often 46.1 µM), for the others: at the highest dose activity, positive = re-replication, hits mostly activators; further: potency means the concentration at half of the fitted maximal effect; % of control where 0% means no effect; nearly all actives have a fitted effect of over 50% in size
HT1080-NT tox – kills 2HG-producing HT-1080-NT fibrosarcoma cells | HT-1080-NT fibrosarcoma viability, CellTiter-Glo ATP luminescence, 48 h | Potency, µM (top dose mostly 46.1 µM), for inactives: top-dose activity, negative = less viability, usual class: cytotoxic | 360,000 compounds, 1.6% hits | AID 686970;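 further: NT is the 2HG producing partner of a matched IDH1 knockdown line; potency means the concentration at half of the fitted maximal effect; 0% = DMSO-treated cells and -100% = media-only wells without cells; nearly all actives have a fitted effect of over 55% in size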
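Fibrosarcoma NT cells, 750 per well in 5% FBS RPMI, were exposed to compound for 48 hours. Viability: CellTiter-Glo luminescence.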
IL1B secr inh – inhibitors of inflammasome signaling (IL-1 beta secretion) | THP-1 LPS/ATP IL-1B secretion, AlphaLISA, 16 h; active compounds read low | 360,000 compounds, 4.7% hits | activity change, % at 57.5 µM; in the data active means activity change below about -50%; inconclusive means mostly about -30% to -49%; further: on the % scale 0 is the no-effect control and ±100 the full control effect
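THP-1 cells pretreated 1 hr with compounds (up to 57.5 uM final), then stimulated with LPS (250 ng/mL final) plus ATP (1.25 mM final); secreted IL-1B measured by AlphaLISA after 16 hr, decreased signal indicating inhibition.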
SW480 rereplic – inducers of DNA re-replication in SW480 colon cancer cells. SW480 DNA re-replication, Hoechst DNA content imaging, 48 h. Potency, µM (series often up to 46.1 µM), for the others: at the top dose re-replication activation, hits mostly activators. 340,000 compounds, 1.8% hits. AID 624297; further: potency means the concentration at half of the fitted maximal effect; % of control where 0% means no effect; nearly all actives have a fitted effect of over 55% in size
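Compounds, transferred as 23 nL by pin tool, were incubated with cells for 48 hr; DNA content per nucleus was then quantified by Hoechst staining and fluorescence plate imaging.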
HT1080 IDH1KD tx – kills HT-1080 cells with IDH1 knockdown; 360,000 compounds, 2% hits; HT-1080 IDH1 knockdown viability, ATP luminescence, 48 h; Potency, µM (highest dose often 46.1 µM), without a hit: top-dose activity, negative = toxicity, usual class: cytotoxic;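 further: potency means the concentration at half of the fitted maximal effect; 0% = DMSO wells and -100% = cell-free medium wells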
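After a 2 h attachment period, IDH1KD HT-1080 cells took pin-transferred compound for 48 h at 37 °C; ATP-based luminescence after 10 min room-temperature reagent incubation reported viability.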
KB-V1 cytotox – KB-V1 MDR subline cytotoxicity. KB-V1 MDR cells viability, CellTiter-Glo, 72 h. Potency, µM (top dose mostly 46.1 µM), without a hit: at the highest dose activity change, negative = cytotoxicity, actives largely listed as cytotoxic. 400,000 compounds, 3.4% hits; further: potency means the concentration at half of the fitted maximal effect; on the % scale 0 is the no-effect control and ±100 the full control effect; nearly all actives have a fitted effect of over 60% in size
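Cytotoxicity via CellTiter-Glo luminescence after 72 h compound exposure at 37 degrees C. Cells: drug-selected KB-V1 line, DMEM phenol-red free plus 10% FBS. Compounds tested at multiple concentrations; normalized data fitted to concentration-effect curves.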
KB-3-1 cytotox – kills parental KB-3-1 adenocarcinoma cells. KB-3-1 viability, CellTiter-Glo ATP luminescence, 72 h. Potency, µM (titrated, usually from 46.1 µM), without a hit: at the top dose activity change, negative = cytotoxic, most hits filed as cytotoxic. 400,000 compounds, 1.4% hits; further: potency means the concentration at half of the fitted maximal effect; on the % scale 0 is the no-effect control and ±100 the full control effect; nearly all actives have a fitted effect of over 60% in size
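Screening of KB-3-1 cells (DMEM, 10% FBS, phenol-red free) ran from lowest to highest compound concentration; after 72 h at 37 °C viability was read luminescently and curves fitted.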
ATXN2 expr inh – ATXN2 expression inhibition. HEK-293 ATXN2-luciferase reporter, luminescence, 24 h. Potency, µM (highest dose often 57 µM), without a hit: top-dose activity change, negative = inhibition, hits mostly inhibitors. 360,000 compounds, 0.72% hits. AID 1745845; further: potency means the concentration at half of the fitted maximal effect; on the % scale 0 is the no-effect control and ±100 the full control effect; nearly all actives have a fitted effect of over 55% in size
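qHTS (up to 57 uM final) was run with 24 h compound exposure of reporter cells at 37 °C. Each well was multiplexed: SteadyGlo luminescence measured ATXN2-luciferase expression after a fluorogenic Gly-Phe-AFC viability readout (25 uM final).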
The depositor's hits bear a star; i = inactive; ? = inconclusive; . = not tested or not shown; & = joins results of further samples; ! = a repeat was not active; [ ] = another dose, or the depositor's remark. Unless noted, the call rests on the fitted dose curve; in most records, active means well fitted curve in the direction sought with a large enough effect; inconclusive means small, poorly fitted or top-dose-only effect, or another doubt; inactive means no such curve, though single readings can be large; an effect the other way counts as inactive or inconclusive.

SMILES | ATXN viability | MCF10A rerep | HT1080-NT tox | IL1B secr inh | SW480 rereplic | HT1080 IDH1KD tx | KB-V1 cytotox | KB-3-1 cytotox | ATXN2 expr inh
CCc1ccc(-c2nnn(Cc3nc4ccccc4s3)n2)cc1 | i | ? | 2% | 16 | 0% | 0% | -22% | 5% | 21%
Cc1cc(C)c(/C=C(\C#N)C(N)=S)c(C)c1 | i | 12% | 13% | 27 | -707%[inhibitor] | 4% | 0% | 11% | .
COc1ccc(CNC(=O)c2cccc3c(-c4cccnc4)coc23)cc1OC | ? | . | ? | -20 | . | ? | 0% | -8% | -19%
C/C(=N\N=C1\NC(=O)C(CC(=O)Nc2ccccc2F)S1)C1CCCCC1 (stereo not given) | i | 1% | -11% | -13 | 4% | 4% | . | . | -5%
COCCn1c(N)c(N(Cc2ccccc2)C(=O)Cc2c(Cl)cccc2Cl)c(=O)[nH]c1=O | i | 11% | 10% | 14 | -5% | ? | -2% | -8% | 12%
O=C(CCNC(=O)c1ccc([N+](=O)[O-])cc1)Nc1nccs1 | . | 9% | 1% | 27 | 4% | 9% | 6% | -4% | .
COc1ccc(C(=O)NCCNc2ccc([N+](=O)[O-])cn2)cc1 | i | -3% | -7% | 41 | -5% | 9% | -1% | 0% | -10%
COC(=O)c1[nH]c2cc(OC)ccc2c1NC(=O)CN1CCC(C(N)=O)CC1 | ? | 2% | 7% | -4 | -1% | 0% | 1% | 11% | -21%
O=C(Nc1nncs1)c1cccc(S(=O)(=O)N2CCc3ccccc32)c1 | i | ? | -24% | 18 | 17% | ? | -23% | 9% | -19%
COC(=O)[C@]1(Sc2ccc(C)cc2)CC(=O)N[C@@H]1c1ccccc1 | ? | . | 16% | 22 | . | 7% | -9% | 7% | -11%
Cc1cc(C(=O)O)ccc1-c1ccc(/C=C2\NC(=O)N(Cc3ccccc3Cl)C2=O)o1 | . | 2.3µM* | -9% | 0 | ? | -6% | 4% | 21% | -5%
CCc1nn(C)c2c(=O)c(=O)c2n(C)[nH]1 | i | 2% | 13% | 8 | -5% | 20% | 32% | 25% | -22%
Cc1n[nH]c(C)c1S(=O)(=O)N1CCCC(C(=O)N2CCN(c3ccc(Cl)cc3)CC2)C1 (stereo not given) | ? | 7% | -25% | -26 | ? | ? | ? | -7% | -33%
CCC(Sc1ncnc2c1nnn2-c1ccc(F)cc1)C(=O)OC (stereo not given) | i | 1% | 6% | -16 | 2% | 6% | 0% | -20% | 9%
CCOc1ccccc1OCCCC(=O)Nc1cccc(-n2cnnn2)c1C | i | -1% | 3% | 20 | -30% | 3% | -19% | 15% | -13%
c1ccc(COc2ccccc2CNC2CCCC2)cc1 | i | 0% | -13% | -70* | 0% | -1% | ? | -16% | -25%
O=C1CCCc2nc(N3CCN(C(c4ccccc4)c4ccccc4)CC3)ncc21 | ? | ? | 5% | -1 | 3% | -13% | ? | ? | -8%
CC(=O)CSc1ncnc2sc3c(c12)CCCC3 | i | 6% | -17% | 23 | -15% | -14% | -16% | -8% | 25%
CCCCCCSc1ccc(-c2nc3cc(C)ccn3c2NC2CCCCC2)cc1 | ? | 18µM* | 0%&0% | -70*! | 10% | 0%&16% | ? | ? | -25%&-21%
COc1cc(C(=O)NCCCCc2ccccc2)cc(OC)c1OC | i | 0% | 0% | -2 | 4% | 0% | -21% | -1% | .
CCc1ccc(OCCCC(=O)Nc2ccc(N3CCCCC3)cc2)cc1 | i | -1% | 2% | -12 | 0% | 4% | -5% | 7% | 7%
Cc1ccc(-c2cc(C(=O)Nc3ccc(S(=O)(=O)Nc4nc(C)cc(C)n4)cc3)c3ccccc3n2)cc1 | ? | ? | 9% | 8 | 1% | 4% | -1% | 18% | 3%
CC(C)(C)N1CC(c2nc3ccccc3n2CCOc2ccccc2)CC1=O (stereo not given) | i | 0% | -3% | -19 | 0% | -5% | 0% | 3% | 6%
COc1cccc(C(=O)Oc2cccc(N3C(=O)C4C5CC(C(Br)C5Br)C4C3=O)c2)c1 (stereo not given) | . | 8% | -10% | 45 | -23% | -10% | 2% | -1% | .

Entries of single compounds, looked up by structure.
`COc1cccc(C(=O)Oc2cccc(N3C(=O)C4C5CC(C(Br)C5Br)C4C3=O)c2)c1` (stereo not given) in the list: ATXN viability: .; MCF10A rerep: 8%; HT1080-NT tox: -10%; IL1B secr inh: 45; SW480 rereplic: -23%; HT1080 IDH1KD tx: -10%; KB-V1 cytotox: 2%; KB-3-1 cytotox: -1%; ATXN2 expr inh: .
`Cc1cc(C)c(/C=C(\C#N)C(N)=S)c(C)c1` in the list: ATXN viability: i; MCF10A rerep: 12%; HT1080-NT tox: 13%; IL1B secr inh: 27; SW480 rereplic: -707%[inhibitor]; HT1080 IDH1KD tx: 4%; KB-V1 cytotox: 0%; KB-3-1 cytotox: 11%; ATXN2 expr inh: .

Later entries
SMILES | ATXN viability | MCF10A rerep | HT1080-NT tox | IL1B secr inh | SW480 rereplic | HT1080 IDH1KD tx | KB-V1 cytotox | KB-3-1 cytotox | ATXN2 expr inh
CC(=O)NC(CC(=O)NCc1ccncc1)c1ccccc1 (stereo not given) | i | -4% | 12% | -3 | 7% | 18% | ? | 3% | 4%
COCC(C)NC(=O)c1cc(-c2ccc(OC)c(OC)c2)on1 (stereo not given) | i | 7% | 17% | -11 | -10% | 10% | ? | ? | 9%
COc1cc(CC(=O)Nc2nc(-c3ccc(F)c(F)c3)cs2)cc(OC)c1OC | i | 0% | ? | -57* | ? | ? | ? | ? | ?
COc1ccc2c(c1)-c1nc(/N=C/c3cccc(OC)c3O)sc1CC2 | i | -5% | 7% | -5 | -6% | 1% | -27% | 5% | -2%
O=C(NCCCn1ccnc1)c1cccc(S(=O)(=O)Nc2ccc(Br)cc2)c1 | i | ? | -15% | 3 | -3% | -22% | -10% | 4% | -3%
O=S(=O)(Nc1nccs1)c1ccc(F)cc1 | . | 2.3µM* | 0% | 6 | 16% | -2% | -1% | -3% | -9%
Fc1ccc(CSc2nc3ncccc3[nH]2)cc1 | i | 1% | -23% | -13 | 2% | 5%[9.24 µM] | ? | -1% | 32%
COCCN1C(=O)C(=O)/C(=C(/O)c2cccc(OC)c2)C1c1ccncc1 (stereo not given) | i | -2% | 2% | -4 | 0% | 1% | ? | 20% | -9%
Cc1ccc(C)c(NC(=S)Nc2ccc(S(=O)(=O)Nc3ncccn3)cc2)c1 | ? | -3% | 5% | 1 | -4% | 7% | 15% | ? | 8%
Cc1oc2ncn(CC(C)C)c(=O)c2c1C(=O)NCc1cccc(Cl)c1 | i | . | . | . | . | . | 8% | -2% | 1%
O=S(=O)(c1ccc(F)cc1F)N1CCCN(c2ccc(C(F)(F)F)cn2)CC1 | i | 17% | ? | 23 | -4% | -8% | -8% | ? | -33%
Cc1cc(C)c2c(CCl)cc(=O)oc2c1 | ? | 5.2µM* | ? | . | 3.7µM* | 1.3µM* | ? | ? | 42%[activator]
COc1ccc(NC(=O)c2ccc(Cn3cc(Cl)cn3)cc2)cc1 | i | -2% | -2% | -17 | 0% | -1% | -9% | -3% | 1%
CCCC12CN(C(=O)c3ccc([N+](=O)[O-])cc3)CC(C)(CN(C(=O)c3ccc([N+](=O)[O-])cc3)C1)C2=O | i | 4% | -9% | 0 | 23% | ? | 0% | -14% | -24%
CC(=O)Nc1ccc(SCC(=O)Nc2ccccc2-c2ccccc2)cc1 | i | -2% | -2% | 25 | -5% | -9% | ? | -19% | -10%
COC(=O)c1[nH]c2ccc(Br)cc2c1NC(=O)CN1CCN(C2CCCCC2)CC1 | 35µM* | ? | 23µM* | -100* | ? | 18µM* | ? | ? | 18µM*
CC(C)(C)n1nnnc1C(c1ccc(C(F)(F)F)cc1)N(Cc1ccc(F)cc1)Cc1ccco1 (stereo not given) | i | ? | ? | -15 | ? | -24% | -16% | ? | -12%
O=C(Nc1cccc(C(=O)O)c1)/C(=C\c1ccccc1Cl)NC(=O)c1ccco1 | i | 5% | -3% | 2 | -2% | -3% | -4% | 15% | 15%
Cn1c(/C=N/c2nc3ccccc3[nH]2)nc2ccccc21 | i | ? | ? | 41 | ? | ? | -20% | -1% | -17%
COc1cccc(NC(=O)Cc2csc(COc3cccc(C)c3)n2)c1 | ? | . | . | . | . | . | 0% | 4% | -4%
COc1ccc(CN2CCn3ncc(C(=O)Nc4ccc(Cl)cc4Cl)c3C2=O)cc1 | i | 1% | -1% | 9 | -5% | 2% | -4% | 0% | -7%
Cc1ccc(C(=O)N/C(=C/c2ccco2)C(=O)N2CCCCC2)cc1 | ? | -28% | 1% | -6 | -18% | 12% | -5% | ? | -8%
C[C@@H]1CN([C@H](C)CO)C(=O)CCCn2nncc2CO[C@@H]1CN(C)C(=O)CCC(F)(F)F | i | . | -24% | 49 | . | -16% | -2% | 1.6µM* | 7%
CCS(=O)(=O)c1ccc2oc(SCC(=O)NCc3ccccc3)nc2c1 | i | 3% | 6% | 19 | -7% | 16% | -17% | 0% | 12%
Cc1[nH]c2ccccc2c1C(=O)CN1C(=O)NC2(CCCCCC2)C1=O | . | -2% | 7% | -20 | 0% | -3% | -16% | -1% | .
O=S(=O)(c1ccc(N2CCN(S(=O)(=O)c3ccccc3)CC2)nc1)N1CCCC1 | i | 5% | 3% | -1 | -3% | -5% | -10% | -1% | -11%
Cc1ccc2c(CN3CCN(S(=O)(=O)/C=C/c4ccccc4)CC3)cc(=O)oc2c1 | i | -3% | 2% | 9 | 0% | 11% | 5% | -9% | -14%
O=C(O)CN1C(=O)/C(=C\c2ccc(OC(=O)c3ccco3)cc2)SC1=S | ? | -40%[inhibitor] | 4% | 6 | ? | 13% | 0% | 4% | 14%
O=C(c1ccc(Cl)cc1Cl)N1CCC(C(=O)N2CCOCC2)CC1 | i | 6% | 4% | -12 | -17% | 6% | 7% | 4% | 3%
COc1cccc(OCc2nnc(SCC(=O)NNC(=O)C3CCCCC3)n2C)c1 | i | 0% | 14% | 25 | -7% | 12% | 0% | 0% | .
COc1ccccc1C1CC(=O)Nc2c1c(=O)n(C)c(=O)n2C (stereo not given) | i | -3% | 14% | 88 | -5% | 10% | 21% | 2% | 8%

From PubChem

Hits appear at their usual frequency; about 11% have a hit in one of these screens.
